# Bioassay records: PubChem BioAssay, several laboratories
# RGS8-Gao reg: regulators of human RGS8-Galphao interaction. response (percent of control binding), % at 10 µM. hit rate 0.34% among 220,000. AID 1423. P09471. multiplexed bead flow cytometry, RGS8-Galphao binding; actives lie on both sides; in the data active = response below about 60% or above about 140%; inactive = in between;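 also: Galphao activated as the GDP aluminium fluoride complex binding bead-coupled RGS8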
# Target sequence (P09471 whole entry, looked up): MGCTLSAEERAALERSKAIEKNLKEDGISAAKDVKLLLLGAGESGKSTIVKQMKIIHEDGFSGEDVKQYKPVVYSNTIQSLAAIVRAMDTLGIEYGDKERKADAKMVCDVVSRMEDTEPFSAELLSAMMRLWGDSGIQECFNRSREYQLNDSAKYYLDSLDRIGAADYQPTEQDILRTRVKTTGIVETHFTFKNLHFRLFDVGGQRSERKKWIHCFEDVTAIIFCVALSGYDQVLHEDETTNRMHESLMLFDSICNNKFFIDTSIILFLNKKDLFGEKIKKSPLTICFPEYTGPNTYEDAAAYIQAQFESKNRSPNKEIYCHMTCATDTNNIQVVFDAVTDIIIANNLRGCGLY
# Mcl1 Bid PPI: disrupts binding of human Mcl-1 to Bid peptide; TR-FRET Mcl-1/Bid-Dy647 peptide binding, 1536-well; inhibition, % at 21.7 µM; hit rate 0.97% among 220,000; AID 1021;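 active = compounds that cut the binding signal by more than half at the single screening dose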;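 also: His-tagged Mcl-1 with europium anti-His antibody binding Bid BH3 peptide; 0% = Mcl-1 plus peptide wells and 100% = peptide-only wells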
# Mcl-1 Bim block: inhibitors of Bim-Mcl-1 interaction, human; Bead-based flow cytometry, Bim peptide-Mcl-1 binding; inhibition, % at 10 µM; Q07820; hit rate 0.1% among 190,000;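 also: 0% = no compound tracer wells and 100% = peptide blocker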
# Bim-Bcl-W: human Bim-Bcl-W interaction inhibition | Q92843 | bead-based flow cytometry, Bim peptide-Bcl-W binding | inhibition, % at 10 µM | hit rate 0.02% among 190,000;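 also: 0% = bound tracer without compound and 100% = peptide blocker; higher means less fluorescent Bim peptide bound to Bcl-W beads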
# Target sequence (Q92843 whole entry, looked up): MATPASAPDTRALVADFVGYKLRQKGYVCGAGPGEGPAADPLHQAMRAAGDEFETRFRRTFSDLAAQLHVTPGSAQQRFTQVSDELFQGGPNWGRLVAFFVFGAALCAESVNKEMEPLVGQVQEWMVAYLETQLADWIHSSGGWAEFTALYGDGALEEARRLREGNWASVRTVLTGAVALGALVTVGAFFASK
# Bcl-2 Bim block: inhibitors of Bim-Bcl-2 interaction, human | hit rate 0.06% among 190,000 | AID 950 | Bead-based flow cytometry, Bim peptide-Bcl-2 binding | inhibition, % at 10 µM | P10415; in the data active = inhibition above about 40%; inconclusive = no clear call, values can overlap the other calls;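 also: 0% = no compound wells with probe peptide and 100% = reference peptide inhibitor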
# Target sequence (P10415 whole entry, looked up): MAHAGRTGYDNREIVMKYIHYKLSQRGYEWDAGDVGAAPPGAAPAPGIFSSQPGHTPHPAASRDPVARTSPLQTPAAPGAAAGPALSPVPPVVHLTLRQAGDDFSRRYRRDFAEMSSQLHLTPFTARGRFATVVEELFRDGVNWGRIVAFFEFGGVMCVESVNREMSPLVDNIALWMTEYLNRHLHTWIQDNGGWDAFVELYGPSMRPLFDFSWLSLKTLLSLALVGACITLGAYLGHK
# RGS7-Gao reg: regulators of human RGS7-Galphao interaction; P09471; Multiplexed bead flow cytometry, RGS7-Galphao binding; actives lie on both sides; binding response (% of control), % at 10 µM; hit rate 0.35% among 220,000; AID 1439; in the data active = binding response below about 49% or above about 150%; inconclusive = no clear call, values can overlap the other calls; inactive = in between;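 also: fluorescent Galphao held in activated GDP-AlF4 state binding bead-coupled RGS7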
# Bfl-1 Bim block: disrupts Bim binding to human Bfl-1. hit rate 0.12% among 190,000. inhibition, % at 10 µM. Bead-based flow cytometry, Bim-Bfl-1 binding inhibition. Q16548;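 also: 0% = wells without compound plus tracer and 100% = blocker peptide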
# Bim-Bcl-B: inhibitors of Bim-Bcl-B interaction, human; hit rate 0.073% among 190,000; Q9HD36; inhibition, % at 10 µM; bead-based flow cytometry, Bim peptide-Bcl-B binding; AID 951;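 also: 0% = tracer peptide without compound and 100% = reference inhibitor peptide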
# Bim-Bcl-XL: human Bim-Bcl-XL interaction inhibition. Bim peptide-Bcl-XL binding, bead flow cytometry, fluorescence. inhibition, % at 10 µM. hit rate 0.04% among 190,000
# Target sequence (Q07817 whole entry, looked up): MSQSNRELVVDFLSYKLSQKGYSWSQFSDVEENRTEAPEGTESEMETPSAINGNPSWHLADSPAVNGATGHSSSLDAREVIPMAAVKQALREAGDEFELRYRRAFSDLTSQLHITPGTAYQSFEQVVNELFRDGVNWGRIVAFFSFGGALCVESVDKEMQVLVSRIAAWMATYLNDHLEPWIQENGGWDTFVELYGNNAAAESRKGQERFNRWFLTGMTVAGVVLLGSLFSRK
# GSH fluor: compound fluoresces at 488/530 nm on GSH beads; GSH beads flow cytometry, compound fluorescence 488/530 nm; stronger effect = higher value; fluorescence (KMESF) at 10 µM; hit rate 0.25% among 190,000; in the data active = fluorescence above about 89;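 also: glutathione beads carrying GST-tagged Bcl family fusion proteins plus one bare bead set; values are compound well signal with DMSO vehicle wells as background; inactives centre near 16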
# RGS4-Gao reg: human RGS4-Galphao interaction regulation. P09471. Multiplexed bead flow cytometry, RGS4-Galphao binding; actives lie on both sides. binding response (% of control), % at 10 µM. hit rate 0.33% among 220,000. AID 1415; in the data active = binding response below about 49% or above about 150%; inactive = in between;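 also: fluorescent Galphao activated with aluminum fluoride binding bead-coupled RGS4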
# The depositor's hits bear a star; ? = inconclusive; . = no result given. Rule as the data show it, unless noted: active = inhibition above about 40%.
compound	RGS8-Gao reg	Mcl1 Bid PPI	Mcl-1 Bim block	Bim-Bcl-W	Bcl-2 Bim block	RGS7-Gao reg	Bfl-1 Bim block	Bim-Bcl-B	Bim-Bcl-XL	GSH fluor	RGS4-Gao reg
Cc1cnc(NC(=O)C(C)N2CCN(C)CC2)s1 (stereo not drawn)	100	5	-3	-4	-1	?	-7	-5	-1	10	99
CC1=CC=CN2CC(O)CN=C12 (stereo not drawn)	103	0	-1	-1	-2	104	0	0	-4	15	106
O=C(Cc1cccc2ccccc12)Nc1ccc(OC(F)F)c(Cl)c1	102	-11	-3	0	0	99	0	-2	-3	8	99
O=C(CN1CCc2ccccc2C1)N1CCN(S(=O)(=O)c2ccccc2)CC1	121	-37	-4	-7	-3	106	-1	-6	0	41	105
Cc1nn(C)cc1C1C2=C(CC(C)(C)CC2=O)OC2=C1C(=O)CC(C)(C)C2	100	-24	5	1	9	104	15	8	5	21	109
CCOC(=O)c1c(NC(=O)COC(=O)Cn2c(C(F)(F)F)nc3ccccc32)sc(C)c1C	98	-23	-1	4	-6	95	-14	-7	-5	39	96
O=C(NCc1cccc(Cl)c1)c1cccnc1	105	-20	0	0	-10	113	-12	-5	-3	12	104
O=S(=O)(Nc1cccnc1)c1ccccc1	100	-8	-2	0	0	99	1	1	-2	11	98
Fc1ccc(CSc2ccc3nnc(-c4cccs4)n3n2)cc1	101	-15	-4	-5	-6	98	0	-9	-8	14	99
CS(=O)(=O)N(CC(=O)N1CCc2ccccc2C1)Cc1ccccc1	101	-1	-1	2	-15	97	-22	-5	-2	25	100
CCOC(=O)N1CCN(C(=O)N2CCOCC2)CC1	98	5	0	-2	-1	93	-2	-1	0	15	94
Cc1cc(C(=O)CN2C(=O)NC3(CCCCC3)C2=O)c(C)n1Cc1ccc2c(c1)OCO2	99	-42	-3	0	-10	98	-13	-10	-2	33	100
CCCc1cc(=O)n2[nH]c(-c3ccc(Br)cc3)cc2n1	100	-8	0	3	-14	103	-19	-6	-1	21	102
Cc1ccc(C(=O)NCCSCc2ccccc2)cc1[N+](=O)[O-]	114	-8	16	13	14	106	19	12	20	6	105
Cc1ccc(-c2cnn(-c3cccc(C(F)(F)F)c3)c2N)cc1	102	-39	0	3	2	103	0	-1	-3	25	99
Cc1ccc(C2CC(c3ccccc3OC(F)F)Nc3ncnn32)cc1 (stereo not drawn)	106	8	0	0	-6	101	-9	-9	2	35	106
Cc1cc(=O)n2[nH]c(-c3sccc3-n3c(C)ccc3C)cc2n1	61	-38	0	0	-1	?	-2	1	-1	13	50*
Cc1cc(C(=O)Nc2cnn(Cc3ccc(Cl)cc3Cl)c2)no1	100	-1	0	0	0	99	0	-2	-2	16	103
COc1ccc(NC(=O)CCS(=O)(=O)c2ccccc2)c(OC)c1	86	-7	-5	-1	3	99	9	5	-1	60	96
O=C(COC(=O)c1cccc(S(=O)(=O)N2CCc3ccccc32)c1)Nc1ccc(Cl)cn1	100	-10	-6	-9	-12	101	-13	-16	-14	23	105
O=C(NN1C(=O)/C(=C/C=C/c2ccccc2)SC1=S)c1ccncc1	100	-5	3	1	0	98	1	-1	1	11	98
COc1ccc2[nH]c3nc(SCC(=O)Nc4ccc5c(c4)OCO5)nnc3c2c1	88	13	2	0	2	93	-4	3	1	14	95
O=C(CCC(=O)OCc1cccc(C(=O)Oc2ccccc2)c1)Nc1cccc2ccccc12	94	-6	-5	0	-4	109	-4	-4	3	32	101
Cc1c(C(=O)N2CCOCC2)sc(NC(=O)c2ccc3c(c2)OCO3)c1C#N	98	-49	2	3	-2	100	0	1	6	11	104
O=C(Nc1cccnc1)C1CCCN1S(=O)(=O)c1ccc(Cl)c(Cl)c1 (stereo not drawn)	103	-18	3	1	-6	99	-4	-5	0	15	102
Cn1ccs/c1=N\C(=O)Nc1ccccc1	101	-47	0	-3	-1	96	-5	-3	-5	18	102
O=C(N/N=C/c1ccc(O)cc1)c1[nH]c2ccc(Br)cc2c1-c1ccccc1	98	0	6	6	9	98	6	9	12	10	97
CN1CC(=O)N(C)c2nc(Br)n(C)c2C1=O	99	-22	0	-5	-5	98	-4	0	-3	.	101
COc1ccc(OC)c(S(=O)(=O)NCCC(C)C)c1	125	-10	0	-1	1	122	-5	-5	-2	15	122
COc1ccc(CNc2cc(C)ccc2C)c(OC)c1OC	103	-56	3	4	-1	101	0	-1	0	30	100
Cc1ccc(N(C(=O)Cc2c[nH]c3ccccc23)C(C(=O)NC2CCCCC2)c2ccco2)cc1 (stereo not drawn)	97	-6	-1	3	4	99	1	5	6	30	100
CCOC(=O)Cn1c(=O)oc2cc(S(=O)(=O)NC3CCCc4ccccc43)ccc21 (stereo not drawn)	102	9	0	-1	-9	107	-5	-6	-3	19	102
CC(=O)NC(Cc1ccc(F)cc1)C(=O)NC1CCN(c2ncccc2[N+](=O)[O-])CC1 (stereo not drawn)	102	-9	-2	-2	-1	?	-6	-1	-3	12	102
O=C(C(Cc1ccccc1)NS(=O)(=O)c1cccc2cccnc12)N1CCc2ccccc21 (stereo not drawn)	102	9	-2	-1	-7	101	-11	-7	-5	19	102
O=S(=O)(c1ccccc1)N1CCN(C2CCCCCCC2)CC1	102	-11	-4	1	-7	103	-11	-7	-6	32	104
N#CCO/N=C(\c1ccccc1)c1ccncc1	106	-19	-3	0	-11	103	-12	-6	-1	17	97
O=c1c2ccccc2nc2ccc(NCc3cccs3)nn12	102	-26	11	11	9	97	0	7	16	13	99
CCSc1ccccc1C(=O)NCc1ccc2c(c1)OCO2	100	-43	-4	-1	0	98	1	-1	0	28	101
Cc1ccc(-c2nc(CS(=O)(=O)CC(=O)N3CC(C)CC(C)C3)c(C)o2)cc1 (stereo not drawn)	104	19	-3	-2	-11	103	-7	-13	-5	14	101
CC(C)OCCCn1c(=N)c(C(N)=S)cc2c(=O)n3ccccc3nc21	96	-2	-1	2	5	89	10	11	0	11	97
CNc1nc(-c2ccc(OC)cc2)c(-c2ccc(OC)cc2)s1	90	-23	-1	0	0	94	-2	-6	-3	11	83
CCOC(=O)N1CCC(NC(=O)c2ccc3c(Cl)c4c(nc3c2)CCCC4)CC1	97	0	-2	-5	0	115	1	-6	-4	13	120
NC(=S)NN=C1c2cc(S(=O)(=O)N3CCOCC3)ccc2-c2ccc(S(=O)(=O)N3CCOCC3)cc21	99	-85	0	-3	-1	103	0	-8	-2	12	105
CC(C)OC(=O)CSc1nnc(-c2ccccn2)n1C	104	-36	3	4	-6	104	-6	-4	-2	6	108
O=C(Nc1cccc(C(F)(F)F)c1)NC1CCCCC1	98	-7	0	0	-3	105	-12	-3	2	29	100
CC(C)(C)N=C1NN=C(c2cc3ccccc3o2)CS1	99	-11	-4	0	-4	104	8	-15	-7	12	102
Cc1cccc(Nc2nnc(SC3CCOC3=O)s2)c1C (stereo not drawn)	103	-15	-4	-4	0	100	1	-1	-1	11	104
COc1ccc(CCCc2n[nH]c(=S)o2)c(C)c1	99	-48	0	-4	0	94	10	-28	-5	13	99

# Record cards, from the list above. Values in the order: RGS8-Gao reg	Mcl1 Bid PPI	Mcl-1 Bim block	Bim-Bcl-W	Bcl-2 Bim block	RGS7-Gao reg	Bfl-1 Bim block	Bim-Bcl-B	Bim-Bcl-XL	GSH fluor	RGS4-Gao reg
# Entry for N#CCO/N=C(\c1ccccc1)c1ccncc1 = 106	-19	-3	0	-11	103	-12	-6	-1	17	97
# Entry for Cc1ccc(-c2cnn(-c3cccc(C(F)(F)F)c3)c2N)cc1 = 102	-39	0	3	2	103	0	-1	-3	25	99

# The list goes on.
compound	RGS8-Gao reg	Mcl1 Bid PPI	Mcl-1 Bim block	Bim-Bcl-W	Bcl-2 Bim block	RGS7-Gao reg	Bfl-1 Bim block	Bim-Bcl-B	Bim-Bcl-XL	GSH fluor	RGS4-Gao reg
COc1ccc(Nc2cc(=O)n(C3CCCCC3)c(=O)[nH]2)c(OC)c1	82	-9	0	0	-2	86	-1	-8	-2	10	88
CC1(C)CC(=O)C2=C(C1)Nc1cc(C(=O)c3ccccc3)ccc1NC2c1ccccn1 (stereo not drawn)	101	-66	-5	-2	0	98	0	-6	-3	5	101
O=S(=O)(Nc1ccc2ccccc2c1)c1ccccc1	107	-26	-5	-7	-5	102	-5	-7	-9	17	101
Nc1nnnn1/N=C/c1cccc(OCc2ccccc2Cl)c1	99	-5	-1	-5	0	100	-1	-4	-4	16	100
Cc1ccccc1OCC(=O)NCCC(=O)O	101	10	0	0	-3	101	0	0	0	20	102
O=C(NCC1CCCO1)c1ccc(Cn2c(=S)[nH]c3ccccc3c2=O)cc1 (stereo not drawn)	99	-27	-2	0	-2	101	-2	-25	-5	20	97
c1cc2c3c(cccc3c1)NC1(CCCCC1)N2	98	-34	1	8	3	89	0	-1	0	9	92
CCc1cc(OCCOCCN(C)C)ccc1Cl	105	33	2	3	6	102	1	2	-3	20	101
c1ccc(C2=Nc3c(ccc4ccccc34)C(c3ccncc3)=NN2)cc1	102	-20	-2	-7	-8	97	-15	-7	-4	17	99
S=C(NC12CC3CC(CC(C3)C1)C2)N1CCOCC1	103	-59	-4	-4	-3	96	-8	-10	-6	14	100
CCOc1ccc(NC(=O)N2CCCC2C(=O)NCC2CCCO2)cc1 (stereo not drawn)	98	-35	0	0	-3	100	-5	-3	0	17	98
COc1ccc(-c2n[nH]c(=S)n2CC(C)C)cc1	85	-32	0	-11	-10	102	9	-40	-12	14	98
Fc1ccc(C2=Nc3cccc4cccc(c34)N2)cc1	100	-43	24	37	21	99	49*	0	10	18	101
Cc1ccc(N(C(=O)CCC(=O)Nc2cc(C)on2)C(C(=O)NC2CCCC2)c2cccs2)cc1 (stereo not drawn)	99	-14	1	2	-10	97	-12	-7	-1	30	102
COC(=O)C1Cc2c([nH]c3ccccc23)C(C)N1 (stereo not drawn)	98	-57	0	4	-7	97	-9	-4	3	51	102
COc1ccccc1C1C=C(c2ccc(Cl)cc2)Nc2nc(N3C(=O)CCC3=O)nn21 (stereo not drawn)	101	-23	-5	-1	-5	99	-2	-1	-8	23	100
O=C(NCCN1CCOCC1)N1c2ccccc2Sc2ccccc21	94	-15	-3	-3	-13	93	-21	-9	-10	24	94
CCc1cc(/C(Cc2ccccn2)=N\O)c(O)cc1O	100	-2	1	-3	-12	97	-18	-9	-4	12	100
Cc1cccc(Oc2sc(C(=O)c3ccccc3)c(N)c2C#N)c1C	100	10	-5	-4	-2	95	0	-1	-3	15	98
CN1CCN(CC(=O)Nc2nc(-c3c[nH]c4ccccc34)cs2)CC1	103	2	-2	-6	-6	102	-5	-10	-4	22	98
O=C(O)CCCC(=O)N1N=C(c2c(-c3ccccc3)c3cc(Cl)ccc3[nH]c2=O)CC1c1cccs1 (stereo not drawn)	102	-2	2	0	-5	102	-10	-4	-3	9	104
CCn1c(=O)n(CC(=O)Nc2cccc(OC)c2)c(=O)c2ccccc21	106	-16	1	-1	-5	105	-10	-5	0	24	102
C/C(=N\NC(=O)COc1ccc(C)cc1C(C)C)c1cc2ccccc2o1	96	-18	-3	-5	-8	97	-12	-9	-7	16	101
Cc1ccc(C)c(S(=O)(=O)Nc2ccc(O)c(C(=O)O)c2)c1	99	-22	0	-1	0	98	-7	-1	-4	23	96
